Rtt109 HAT inh: inhibitors of Candida albicans Rtt109/Vps75 histone acetyltransferase; 330,000 compounds, 0.16% hits; inhibition, % at 34.9 µM; purified Rtt109/Vps75, ThioGlo CoA-SH fluorescence, 4 h;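 active = inhibition of at least 50% in every replicate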
Target sequence (Q5AAJ8 whole entry, looked up): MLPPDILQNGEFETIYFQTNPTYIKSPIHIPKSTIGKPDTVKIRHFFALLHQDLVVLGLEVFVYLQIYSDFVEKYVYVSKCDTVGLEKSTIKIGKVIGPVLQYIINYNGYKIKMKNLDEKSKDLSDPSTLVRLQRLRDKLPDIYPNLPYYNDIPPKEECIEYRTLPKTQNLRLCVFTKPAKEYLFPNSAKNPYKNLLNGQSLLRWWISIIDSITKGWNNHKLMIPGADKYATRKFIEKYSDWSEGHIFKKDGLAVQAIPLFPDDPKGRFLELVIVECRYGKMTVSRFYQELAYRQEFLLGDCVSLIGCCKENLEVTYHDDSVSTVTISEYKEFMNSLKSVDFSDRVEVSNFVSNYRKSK
CDK5 p35 inh: blocks human CDK5/p35 kinase activity | Recombinant CDK5/p35, ADP-Glo luminescence, 60 min | inhibition, % at 10 µM | Q00535+Q15078 | 330,000 compounds, 0.01% hits | AID 488839;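 active = highest replicate inhibition of at least 50% and at least 75% of replicates reaching 50%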;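 also: plate controls were DMSO neutral control for no effect and GW8510 at 10 µM for full effect; many of its hits are not listed in these tables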
HTR5A ag: activates human HTR5A in OPRM1-OPRD1 agonist counter-screen. P47898. HTR5A agonist assay, luminescence, cell-based. activation, % at 9.3 µM. 340,000 compounds, 0.61% hits. AID 504692; in the data active = activation mostly above about 9.5%, no sharp cut-off; inactive = mostly below about 7.6%;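 also: 0% = cells with vehicle only and 100% = reference agonist; strong numbers were not always called active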
Target sequence (P47898 whole entry, looked up): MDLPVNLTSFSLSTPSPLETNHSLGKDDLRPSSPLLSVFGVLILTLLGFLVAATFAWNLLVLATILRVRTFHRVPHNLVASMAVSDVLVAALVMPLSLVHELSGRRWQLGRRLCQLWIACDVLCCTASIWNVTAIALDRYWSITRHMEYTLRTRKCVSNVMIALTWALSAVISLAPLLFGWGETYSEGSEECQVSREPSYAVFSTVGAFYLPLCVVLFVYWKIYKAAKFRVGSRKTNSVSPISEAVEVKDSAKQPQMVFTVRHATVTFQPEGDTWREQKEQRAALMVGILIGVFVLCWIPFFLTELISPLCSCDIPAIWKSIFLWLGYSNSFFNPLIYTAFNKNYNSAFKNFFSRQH
Wnt act: activates Wnt/beta-catenin signaling in a reporter cell assay | 300,000 compounds, 1.2% hits | activation, % at 9.35 µM | activator, plate reader; in the data active = activation above about 30%, passing the limit was not always enough;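 also: 0% = neutral control wells and 100% = positive control wells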
MITF act: MITF TRPM1 promoter activation in melanoma cells; SK-MEL-5 TRPM1-promoter luciferase, 24 h; % of positive control, neutral wells = 0; activation, % at 12.5 µM; 300,000 compounds, 0.75% hits;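 active = mean activation of at least 80% with every replicate also reaching 80%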;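 also: 0% = neutral control wells and 100% = parthenolide positive control wells; values of inactives mirror those of a sister screen read the other way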
dFosB activator: activators of mouse delta FosB homodimer; P13346; purified delta FosB, TAMRA-CDK5 oligo fluorescence polarization; percent of positive-control signal above neutral wells; activation, % at 25 µM; 340,000 compounds, 0.99% hits; AID 493131;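 active = mean activation above about 17%, with every replicate also reaching it, limit read from the data, passing the limit was not always enough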;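 also: fluorescence polarization rise as delta FosB binds a TAMRA Cdk5 AP-1 oligo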
Target sequence (P13346 whole entry, looked up): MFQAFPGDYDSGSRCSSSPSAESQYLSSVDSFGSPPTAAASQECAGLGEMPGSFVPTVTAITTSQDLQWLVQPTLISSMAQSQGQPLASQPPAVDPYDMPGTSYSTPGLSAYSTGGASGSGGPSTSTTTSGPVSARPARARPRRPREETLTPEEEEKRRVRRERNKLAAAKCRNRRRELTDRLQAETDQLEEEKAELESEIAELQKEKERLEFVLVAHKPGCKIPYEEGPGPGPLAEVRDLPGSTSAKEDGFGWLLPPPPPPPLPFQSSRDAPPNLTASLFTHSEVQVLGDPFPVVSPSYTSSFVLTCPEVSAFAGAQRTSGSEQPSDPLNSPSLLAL
PvdQ inh: blocks Pseudomonas aeruginosa PvdQ acylase activity. purified PvdQ acylase, fluorescence plate reader. inhibition, % at 10 µM. 340,000 compounds, 0.063% hits; in the data active = inhibition above about 30%, passing the limit was not always enough;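 also: 0% = vehicle neutral wells and 100% = reference inhibitor wells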
SR-BI DiI inh: inhibitors of mouse SR-BI mediated HDL lipid uptake. Q61009. ldlA[mSR-BI] CHO cells, DiI-HDL uptake fluorescence, 3 h. inhibition, % at 12.5 µM. 320,000 compounds, 0.96% hits. AID 488896;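 active = mean replicate inhibition of at least 70% and a set share of replicates each scoring 70 or more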;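 also: 0% = median of neutral control wells and 100% = median of positive control wells; values of inactives mirror those of a sister screen read the other way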
SR-BI DiI-HDL act: SR-BI HDL lipid transfer activation; CHO ldlA[mSR-BI] cells, DiI-HDL uptake fluorescence, 3 h; 100 = double the neutral-control signal; activation, % at 12.5 µM; 320,000 compounds, 0.096% hits; AID 504775;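 active = mean replicate activation of at least 60% and every replicate at or above 60%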;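 also: 0% = median plate neutral-control signal and 100% = twice that signal; values of inactives mirror those of a sister screen read the other way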
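system = CHO ldlA[mSR-BI] cells, LDL receptor-null, SR-BI overexpressing | medium = Ham's F12 with 0.5% BSA, HEPES 25 mM, pH 7.4 | probe or stimulus = DiI-HDL 10 µg/mL | compound dosing = single-point compound dose | incubation = compound exposure 3 h, 37 °C | technique = DiI fluorescence, bottom read | read-out = cell-associated DiI fluorescence as measure of HDL uptake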
cardiac RTF act: cardiac RTF calcium sensitization; P19429+P45379; 340,000 compounds, 0.24% hits; IANBD-labeled TnC RTF fluorescence at EC20 calcium; 0% EC20 calcium, 100% full calcium; activation, % at 7.2 µM; AID 493008;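 active = activation above the mean over all tested compounds plus 3 SD, cut at about 30% in these data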;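 also: rise in fluorescence read as greater calcium sensitivity of cardiac thin filaments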
* = called active by the depositor; i = inactive; · = no result given.

Each structure is followed by: Rtt109 HAT inh | CDK5 p35 inh | HTR5A ag | Wnt act | MITF act | dFosB activator | PvdQ inh | SR-BI DiI inh | SR-BI DiI-HDL act | cardiac RTF act
> Cc1ccc(N2CC(C(=O)N3CCOCC3)CC2=O)cc1Cl (stereo not drawn)
 : 4 | -0.6 | 2 | 0 | -7 | -3 | 3 | · | · | 1
> O=C(C1CCCN(S(=O)(=O)Cc2ccccc2)C1)N1CCc2ccccc21 (stereo not drawn)
 : 3 | 0.6 | 0 | -2 | 0 | 0 | -1 | · | · | -3
> Cc1ccc(C(=O)Nc2ncn[nH]2)cc1
 : -10 | 0.7 | 0 | -1 | 11 | -9 | -13 | -3 | 3 | -2
> CC1(c2nnc(-c3ccncc3)o2)CC(c2ccc(F)cc2)=NO1 (stereo not drawn)
 : 0 | 0.4 | 4 | -2 | -2 | -5 | -4 | -21 | 21 | -3
> COc1ccc(C(=O)COc2cccc(NC(=O)c3ccco3)c2)cc1
 : 5 | 0.5 | -3 | -2 | -4 | -16 | -10 | 5 | -5 | 0
> CC(C)n1cc(CN2CCC(n3nccc3NC(=O)C3CCCC3)CC2)cn1
 : -9 | 0.0 | -6 | -1 | 3 | -6 | -13 | -59 | · | 3
> OCCNc1nc2nonc2nc1NCCO
 : -3 | 1.0 | -6 | 1 | 7 | 3 | -8 | -23 | 23 | -5
> FC(F)Oc1ccccc1/C=N/Nc1nc2ccccc2o1
 : -3 | -1.4 | 9 | 17 | · | 5 | -1 | · | · | -5
> Cc1nn(Cc2ccccc2)c(C)c1N
 : 11 | 0.6 | 8 | · | -1 | -3 | 5 | 5 | -5 | -5
> Cc1ccc(S(=O)(=O)NCCCCCC(=O)Nc2ccccc2)cc1
 : -2 | 0.7 | 0 | -5 | -6 | -6 | -7 | 6 | -6 | 0
> CC(C)c1[nH]nc2c1C(c1cccnc1)C(C#N)=C(N)O2 (stereo not drawn)
 : 0 | 2.4 | -5 | · | 7 | 2 | -11 | -14 | 14 | -2
> O=C(CCc1ccccc1)NC(=S)Nc1cccc(Br)c1
 : -5 | -2.5 | 2 | · | 8 | -12 | -8 | 5 | -5 | 3
> CCN(C(=O)c1ccc(NC(C)=O)cc1)c1ccccc1
 : -6 | -0.1 | -5 | · | -7 | -6 | -11 | -3 | 3 | 4
> CCOc1ccc(OCC)c(NC(=O)CSc2nc3cccnc3n2C)c1
 : -8 | -0.3 | -5 | 0 | -11 | -8 | 13 | 31 | -31 | 4
> Cc1ccc(NC(=O)c2sc(Cl)nc2-c2ccccc2)cc1C
 : -21 | -1.2 | 1 | · | -4 | -2 | -15 | 67 | -67 | 5
> COc1ccc2[nH]c(=O)c(CN(Cc3ccccc3OC)Cc3nnnn3CC3CCCO3)cc2c1 (stereo not drawn)
 : 0 | -2.5 | 6 | · | -9 | -16 | -9 | -3 | 3 | -3
> Cc1cc(NC(=O)CSc2nc(C3CC3)nc3sc(C)c(C)c23)no1
 : 3 | -1.6 | 5 | -6 | -28 | -9 | -12 | 16 | -16 | 4
> Cc1cccc(C)c1Nc1nnc(SC(C)C(=O)Nc2c(C)n(C)n(-c3ccccc3)c2=O)s1 (stereo not drawn)
 : 8 | 0.0 | 3 | -2 | 3 | -10 | -8 | 13 | -13 | -4
> CCCOc1ccc(C(=O)NC(C)C(=O)O)cc1 (stereo not drawn)
 : -15 | 0.9 | -2 | · | 6 | 4 | -14 | -16 | 16 | 2
> O=C(COc1ccc(Br)cc1)Nc1ccccc1C(=O)NC1CC1
 : -2 | 0.8 | -4 | -2 | -3 | 29* | -6 | 29 | -29 | -6

The closing 2 compounds of the part before lead into the next:
Each structure is followed by: Rtt109 HAT inh | CDK5 p35 inh | HTR5A ag | Wnt act | MITF act | dFosB activator | PvdQ inh | SR-BI DiI inh | SR-BI DiI-HDL act | cardiac RTF act
> CCCOc1ccc(C(=O)NC(C)C(=O)O)cc1 (stereo not drawn)
 : -15 | 0.9 | -2 | · | 6 | 4 | -14 | -16 | 16 | 2
> O=C(COc1ccc(Br)cc1)Nc1ccccc1C(=O)NC1CC1
 : -2 | 0.8 | -4 | -2 | -3 | 29* | -6 | 29 | -29 | -6
> Cc1ccc(C)c(-n2c(SCC(=O)Nc3nnc(C)s3)nnc2-c2ccoc2C)c1
 : -4 | 1.1 | 9 | -4 | -11 | -18 | -6 | -3 | 3 | -9
> COc1ccccc1NC(=O)C(C)OC(=O)CCCOc1ccccc1 (stereo not drawn)
 : 16 | -1.2 | 3 | 0 | 11 | -2 | 9 | 7 | -7 | -5
> Cc1noc(C)c1CN(C(=S)NC1CC1)c1ccccc1
 : 1 | 0.2 | -3 | -1 | -2 | 6 | -10 | -15 | 15 | -4
> COc1ccc(-c2nc(CN3CCN(Cc4ccccc4)CC3)c(C)o2)cc1
 : -4 | -2.4 | 0 | 0 | · | -5 | -6 | 33 | -33 | -5
> CCCc1cc(=O)[nH]c(SCC(=O)NC(=O)c2ccccc2)n1
 : 0 | -0.5 | 7 | -1 | -4 | 2 | 7 | -14 | 14 | 0
> Cc1ccc2nc(-c3ccc(O)c(O)c3)cn2c1
 : 7 | 15 | 10 | 0 | -41 | 1 | 7 | -19 | 19 | -3
> CC(=O)Oc1ccc2c(C)c(CC(=O)N3CCN(C(=O)C4COc5ccccc5O4)CC3)c(=O)oc2c1C (stereo not drawn)
 : -13 | -0.7 | -1 | -1 | 3 | -10 | -5 | 28 | -28 | 2
> O=C(Nc1ccc(OC(F)F)cc1)c1ccccn1
 : -9 | 0.9 | 2 | 0 | 11 | -5 | -4 | 1 | -1 | -2
> CC1(C)CC(=O)C2=C(C1)Nc1ccccc1NC2c1nc2ccccc2[nH]1 (stereo not drawn)
 : -1 | -0.5 | 4 | -1 | · | 7 | -1 | -12 | 15 | -6
> CC1CCN(S(=O)(=O)c2ccc3c(c2)N(CC(=O)NCCCN2CCCC(C)C2)C(=O)CS3)CC1 (stereo not drawn)
 : -5 | 1.0 | -3 | -2 | 9 | -2 | -1 | -21 | 21 | -2
> O=Cc1ccc(C(=O)OCC(=O)Nc2ccc(F)cc2F)cc1
 : -2 | -0.1 | 2 | 4 | 0 | 4 | -12 | · | · | 0
> COc1ccc2c(CC(=O)OCC(=O)NC(=O)c3cccn3C)coc2c1
 : 2 | 1.2 | -2 | · | -1 | -9 | -11 | 4 | -4 | -2
> COc1ccc(S(=O)(=O)Cc2ccc(C(=O)N3CCN(Cc4ccccc4)CC3)o2)cc1
 : -5 | 0.6 | 5 | -4 | -9 | -12 | -16 | 4 | -4 | 4
> COc1ccc(-c2cc3ccc(OCC(=O)NCC4CCC(C(=O)O)CC4)cc3oc2=O)cc1 (stereo not drawn)
 : i | -0.3 | 5 | -1 | 39 | 3 | -7 | 15 | -15 | 3
> Cc1ccccc1C(=O)NCCCNC(=O)c1ccccn1
 : 1 | 0.9 | -3 | 0 | -3 | -3 | -15 | · | · | 3
> O=C(CSc1nnc(SCc2ccc(Cl)cc2)s1)c1ccc2c(c1)OCO2
 : -6 | 1.3 | -1 | 3 | 14 | -4 | -6 | -41 | 41 | 4
> CN(Cc1nc2ccccc2c(=O)[nH]1)C(=O)c1ccc(S(=O)(=O)N2CCCC2)cc1
 : 0 | -1.4 | -4 | -4 | -4 | 2 | -17 | -20 | 20 | -1
> O=C(NC1C(=O)NNC1c1ccccc1)c1ccc(F)cc1 (stereo not drawn)
 : 7 | -1.5 | 0 | -3 | 13 | -1 | -2 | 2 | -2 | -8
> CCCN1CCN(C(=O)Cn2c(=O)oc3cc(S(=O)(=O)NCc4ccccc4)ccc32)CC1
 : -4 | -0.1 | 1 | -2 | 5 | 6 | -8 | 22 | -22 | -4
> C(=N\N(c1ccccc1)c1ccccc1)/c1ccccn1
 : 5 | 0.3 | -2 | 1 | -8 | -8 | 10 | · | · | -6
> COc1ccc2ccccc2c1/C=N/NC(=O)c1ccccc1F
 : -2 | 0.2 | 0 | 1 | 7 | -6 | 2 | 38 | -38 | 0
> c1ccc(-c2ccc(-c3[nH]ncc3CN3CCC(N4CCSCC4)CC3)cc2)cc1
 : 9 | -2.1 | -7 | 12 | 21 | -9 | 13 | -10 | 10 | 0
> COc1ccc(O)c(/C=N/NC(=O)CSc2nnc(C)n2-c2ccccc2)c1
 : 3 | -0.4 | 0 | -7 | -19 | -3 | -5 | -25 | 25 | 2
> Cc1sc(N/N=C/c2cccs2)nc1-c1ccccc1
 : -3 | -0.8 | 4 | 17 | 8 | -8 | -5 | 73* | -73 | 9
> O=C(CSc1ccc2nnc(CCNC(=O)c3ccccc3)n2n1)Nc1ccccc1
 : -1 | 1.1 | 0 | -3 | -4 | -16 | -6 | · | · | -3
> CNc1nc(C)cc(C)c1S(=O)(=O)c1ccc(C)cc1
 : -4 | -0.2 | -2 | · | 4 | 2 | -2 | 12 | -12 | 3
> COc1ccc(-c2csc3ncnc(N4CCN(CCO)CC4)c23)cc1
 : 2 | 0.0 | -1 | -1 | -5 | 6 | 7 | 13 | -13 | -5
> NC(=O)c1nsc(C(=O)N(Cc2ccccc2F)C(C(=O)NCC2CCCO2)c2ccc(F)cc2)c1N (stereo not drawn)
 : -14 | -1.2 | -5 | -2 | · | -11 | -8 | · | · | -3
> CCCN1C(=O)C(O)(c2c(C)[nH]c3ccccc23)c2ccccc21 (stereo not drawn)
 : -51 | -4.2 | -2 | 1 | · | -2 | -15 | 14 | -14 | 5
> O=C(CN1c2cccc3cccc(c23)S1(=O)=O)NCc1ccc(Cl)cc1
 : 5 | -0.9 | 7 | 17 | -1 | -4 | -9 | -14 | 14 | 3
> CCOc1cc(C2CC(=O)c3c(ccc4ccccc34)N2)ccc1O (stereo not drawn)
 : -1 | -2.0 | 0 | · | -11 | -9 | -9 | 43 | -43 | 4
> COc1ccc(/C=N/N2CCN(C3c4ccccc4-c4ccccc43)CC2)cc1O
 : -3 | 0.9 | 4 | -1 | 10 | -3 | 15 | 49 | -49 | -3
> O=C1CCC(C(=O)N2CCc3c(Cl)cccc3C2)CN1CCCN1CCOCC1 (stereo not drawn)
 : 6 | 0.3 | -1 | -4 | -2 | 2 | -18 | -4 | 4 | 2
> Cc1cc(OCC(=O)OCC(=O)NCc2ccco2)ccc1Cl
 : -3 | 0.2 | 4 | 1 | 6 | -2 | 0 | -47 | 47 | -2
> CCOC(=O)C1=CN(Cc2ccco2)S(=O)(=O)NC1c1ccc(Br)cc1F (stereo not drawn)
 : 15 | 4.4 | 1 | -2 | -3 | -3 | 3 | 2 | -2 | -1
> CC(Sc1nncn1C)C(=O)NCCC1=CCCCC1 (stereo not drawn)
 : 1 | -1.8 | 1 | -2 | 1 | 1 | -4 | -2 | 2 | 5
> Cc1ccc(-c2ocnc2C(=O)Nc2nc(C)cs2)cc1
 : -1 | -1.4 | -2 | 8 | 20 | -15 | -6 | 17 | -17 | 1
> O=C(COC(=O)CNC(=O)C1CCCCC1)Nc1ccccc1Cl
 : 2 | -1.6 | -4 | -4 | 5 | -5 | -12 | -23 | 23 | -3

Screening results (PubChem BioAssay)
